Screening results as filed in PubChem BioAssay.
BoNT-F LC inh: BoNT/F light chain protease inhibitors, primary screen, biochemical, flow cytometry, MLPCN library; Multiplex microsphere protease cleavage assay; inhibition, % at 10 µM; hit rate 0.22% among 360,000; Botulinum neurotoxin type F light chain protease (Clostridium botulinum); in the data active = inhibition above about 35%, passing the limit was not always enough; inconclusive = no clear call, values can overlap the other calls; also: plate controls were buffer without enzyme for full effect and enzyme alone for no effect
PrPC surface inh: inhibitors of human cell surface prion protein PrPC, primary screen, cell-based, TR-FRET. AID 720596, 2013. Major prion protein (Homo sapiens), P04156. hit rate 0.43% among 370,000. TR-FRET read-out. inhibition, % at 13.8 µM; in the data active = inhibition above about 24%; also: 0% = median of the test wells and 100% = reference compound wells
UGM FP inh: M. tuberculosis UGM enzyme inhibitors, primary screen, biochemical, fluorescence polarization, single point; purified UGM, fluorescence polarization probe displacement; inhibition, % at 10 µM; hit rate 0.06% among 320,000; in the data active = inhibition above about 10%, passing the limit was not always enough; inconclusive = no clear call, values can overlap the other calls
Target sequence (P9WIQ1 whole entry, looked up): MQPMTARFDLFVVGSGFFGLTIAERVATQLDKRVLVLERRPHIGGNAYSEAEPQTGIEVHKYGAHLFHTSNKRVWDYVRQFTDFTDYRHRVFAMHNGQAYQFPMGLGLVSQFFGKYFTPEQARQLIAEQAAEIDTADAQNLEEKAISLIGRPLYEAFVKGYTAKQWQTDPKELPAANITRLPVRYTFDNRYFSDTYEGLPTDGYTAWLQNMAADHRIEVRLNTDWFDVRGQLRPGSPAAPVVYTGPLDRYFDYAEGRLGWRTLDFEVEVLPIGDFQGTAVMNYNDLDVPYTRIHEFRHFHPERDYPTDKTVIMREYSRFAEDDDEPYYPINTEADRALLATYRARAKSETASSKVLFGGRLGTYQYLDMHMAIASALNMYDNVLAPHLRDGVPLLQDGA
FadD28 FP inh: inhibitors of FadD28 bisubstrate probe binding, primary screen, biochemical, fluorescence polarization, single point; Mycobacterium tuberculosis FadD28 fatty-acid-AMP ligase; inhibition, % at 12.5 µM; hit rate 0.22% among 360,000; in the data active = inhibition above about 8.5%, passing the limit was not always enough; inconclusive = no clear call, values can overlap the other calls
Mtb BioA inh: M. tuberculosis BioA enzyme inhibitors, primary screen, biochemical, plate reader, single point, HTS | purified M. tuberculosis BioA enzyme | hit rate 0.096% among 360,000 | AID 602481, 2012 | inhibition, % at 9.99 µM | 7,8-diaminopelargonic acid synthase BioA (Mycobacterium tuberculosis); in the data active = inhibition above about 40%; inconclusive = no clear call, values can overlap the other calls
Rv3671c protease: Rv3671c serine protease inhibitors, primary screen, biochemical, fluorescence polarization, M. tuberculosis H37Rv; P9WHR9; inhibition, % at 5.96 µM; hit rate 0.048% among 320,000; AID 2606, 2010; in the data active = inhibition above about 38%;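 also: extracellular domain of Rv3671c used as enzyme; 0% = enzyme with DMSO and 100% = no enzyme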
Target sequence (P9WHR9 whole entry, looked up, the tested form may be a part): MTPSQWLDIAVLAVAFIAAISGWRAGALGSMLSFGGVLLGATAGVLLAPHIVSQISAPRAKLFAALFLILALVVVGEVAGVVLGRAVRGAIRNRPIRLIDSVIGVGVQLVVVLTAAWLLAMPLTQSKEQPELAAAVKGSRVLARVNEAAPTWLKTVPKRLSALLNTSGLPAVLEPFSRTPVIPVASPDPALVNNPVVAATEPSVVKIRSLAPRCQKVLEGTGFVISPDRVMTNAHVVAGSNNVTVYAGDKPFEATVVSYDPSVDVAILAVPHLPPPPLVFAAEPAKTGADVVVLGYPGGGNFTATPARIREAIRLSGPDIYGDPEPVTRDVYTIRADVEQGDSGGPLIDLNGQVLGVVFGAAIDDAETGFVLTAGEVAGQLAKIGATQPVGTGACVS
Mtb FBA inh: Mtb FBA enzyme inhibitors, primary screen, biochemical, fluorescence, strain H37Rv; AID 588726, 2011; inhibition, % at 1 µM; Fructose-bisphosphate aldolase (Mycobacterium tuberculosis (strain ATCC 25618 / H37Rv)), …; hit rate 2.3% among 360,000; purified M. tuberculosis FBA, fluorescence read-out; in the data active = inhibition above about 27%;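 also: 0% = vehicle and 100% = reference inhibitor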
GDH-TPI inh: GDH-TPI coupling enzyme inhibitors, primary screen, artefact control for M. tuberculosis FBA inhibitor project, biochemical, absorbance, full deck. GDH-TPI coupled enzyme counterscreen, NADH absorbance. inhibition, % at 4.8 µM. hit rate 1.2% among 360,000; in the data active = inhibition above about 30%;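 also: 0% = DMSO wells and 100% = wells lacking the enzyme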
MazEF act: activators of E. coli MazEF toxin-antitoxin RNase, primary screen, biochemical, fluorescence, uHTS; Endoribonuclease toxin MazF (Escherichia coli (strain K12)), P0AE70; FAM/BHQ RNA-DNA oligo cleavage fluorescence, 5 h; activation, % at 20 µM; hit rate 0.32% among 350,000; AID 504720, 2011; in the data active = activation above about 50%
Target sequence (P0AE70 whole entry, looked up): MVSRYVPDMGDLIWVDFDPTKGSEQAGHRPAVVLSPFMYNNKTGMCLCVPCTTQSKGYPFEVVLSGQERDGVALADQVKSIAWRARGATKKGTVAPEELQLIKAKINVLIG
Active calls of the source: *; u = inconclusive; x = not tested or not shown. Compounds as they come; 4.8% or so of the library scored in one or more.

SMILES | BoNT-F LC inh | PrPC surface inh | UGM FP inh | FadD28 FP inh | Mtb BioA inh | Rv3671c protease | Mtb FBA inh | GDH-TPI inh | MazEF act
O=[N+]([O-])c1ccc(C[n+]2cccc(O)c2)cc1 | -8 | -21 | -0.1 | -0.7 | -2.1 | 4 | 1 | 6 | 3
N#Cc1ccsc1NC(=O)c1ccc2ncsc2c1 | 1 | 2 | x | -2.1 | -1.1 | x | -1 | 17 | -13
CC(=O)c1cc(C#N)c(N(C)Cc2ccccc2)nc1C | -4 | -5 | -0.6 | -0.2 | -0.7 | -1 | -1 | 6 | -9
Cc1cc(C(=O)COC(=O)C2CCN(C(=O)c3ccc(Cl)cc3)CC2)c(C)n1CC1CCCO1 (stereo not given) | -7 | 2 | 0.6 | -3.9 | x | 3 | -4 | -1 | 5
CCOc1ccc(S(=O)(=O)/N=C(/c2ccccc2)N(C)C)cc1 | -4 | -6 | 4.5 | -0.4 | x | -6 | 1 | -3 | -16
CCOc1ccccc1N(C(=O)Nc1cccc(Cl)c1)C1=NC(C)CS1 (stereo not given) | -8 | 10 | 1.7 | -3.2 | -0.9 | -8 | 2 | 7 | 5
Cc1cccc(N2C(=O)NC(=O)/C(=C\c3cc(C)n(-c4sc5c(c4C#N)CCCC5)c3C)C2=O)c1C | -9 | 9 | 3.6 | -1.8 | x | -6 | 0 | -2 | -127
O=C(NCc1ccc2c(c1)OCO2)C1CC(c2ccc(Cl)c(Cl)c2)=NO1 (stereo not given) | 12 | -4 | -0.4 | -1.6 | -0.5 | 3 | -3 | 6 | 1
CCO[C@@H]1OC(C(N)=O)=C[C@H](C2CCCCC2)[C@H]1CCCO | -1 | -1 | 1.8 | -1.8 | -1.5 | -1 | 2 | 6 | 5
CC(=O)c1c(C)n([O-])c2ccc(C)cc2[n+]1=O | 0 | -6 | -3.6 | -0.7 | -1.1 | -2 | 1 | 11 | -15
COc1ccc(-n2nc(C(=O)NCC(=O)N3CCC(C(N)=O)CC3)c3ccccc3c2=O)cc1OC | 6 | -14 | 0.7 | x | 1.3 | -4 | -1 | -3 | 8
O=C(Nc1ccnc(-c2cccnc2)n1)c1ccccc1Cl | -6 | 0 | -2.2 | -1.5 | -0.3 | 3 | 1 | -5 | 7
CC(=O)c1ccc(S(=O)(=O)NCCC(=O)NC2CCN(Cc3ccccc3)CC2)cc1 | 0 | -3 | -1.4 | -1.8 | 0.1 | -5 | 2 | 2 | 9
O=[N+]([O-])c1ccc(-c2csc(N3CCc4ccccc4C3)n2)cc1 | -6 | -2 | -0.9 | 0.3 | -4.6 | -10 | 2 | 7 | -1
CCOCCCNC(=O)c1ccc(OC)c(OC2CCN(C(C)C)CC2)c1 | -4 | 7 | 1.3 | -0.9 | -0.9 | -2 | -1 | 5 | 8
c1coc(CSc2ncnc3c2oc2ccccc23)c1 | u | 9 | -1.3 | -1.0 | -0.5 | 1 | -1 | 2 | 9
O=C(COC(=O)c1c(F)cccc1F)NCc1ccc2c(c1)OCO2 | -2 | 6 | 1.5 | -0.4 | 1.2 | 2 | 2 | 5 | 7
O=C1c2cc(Cl)ccc2OC2(CCNCC2)C12CC(c1ccccc1)=NO2 (stereo not given) | -13 | -4 | 3.3 | -2.6 | -0.7 | -9 | 5 | 5 | 19
c1ccc(-c2nnc(SCC3CCCCO3)nc2-c2ccccc2)cc1 (stereo not given) | -7 | -3 | -1.8 | -2.2 | 0.0 | -7 | 4 | 1 | -4
CCS(=O)(=O)c1ccc2c(c1)N(S(C)(=O)=O)CC(C(=O)NCc1ccccc1OC)O2 (stereo not given) | -6 | 2 | 0.3 | 0.7 | -1.0 | 2 | 3 | -4 | 1
O=C(/C=C/c1ccccc1O)c1ccc(Cl)cc1 | -4 | 4 | 2.9 | -1.2 | x | -10 | 2 | 4 | -2
CC1CCC(NC(=O)c2ccc(COc3ccccc3)o2)CC1 (stereo not given) | -7 | 9 | -0.2 | 0.0 | -1.9 | -5 | 6 | 13 | 5
Cc1cc2sc3ccccc3c(=O)c2c(C)c1O | -4 | -10 | 1.9 | 0.6 | x | -4 | 5 | 6 | -12
Cc1cc(N/N=C/c2ccc(O)cc2O)nc(-c2ccccc2O)n1 | -5 | x | 2.5 | -2.5 | 0.3 | 21 | 1 | 19 | 18
O=c1cc(-c2ccccc2)c2cc3c(cc2[nH]1)OCCO3 | -3 | 1 | -0.1 | -0.6 | x | 3 | 16 | 8 | 1

The final 2 records of the section before open the next one.
SMILES | BoNT-F LC inh | PrPC surface inh | UGM FP inh | FadD28 FP inh | Mtb BioA inh | Rv3671c protease | Mtb FBA inh | GDH-TPI inh | MazEF act
Cc1cc(N/N=C/c2ccc(O)cc2O)nc(-c2ccccc2O)n1 | -5 | x | 2.5 | -2.5 | 0.3 | 21 | 1 | 19 | 18
O=c1cc(-c2ccccc2)c2cc3c(cc2[nH]1)OCCO3 | -3 | 1 | -0.1 | -0.6 | x | 3 | 16 | 8 | 1
CC1CCC(NC(=O)c2ccc(CNc3c(NC4CCCCC4)c(=O)c3=O)cc2)CC1 (stereo not given) | -2 | 5 | 0.4 | -3.1 | -0.9 | 4 | 4 | 8 | -15
COc1ccc(CNC(=S)N/N=C/c2ccc(OC)c(OC)c2)cc1 | -10 | -7 | -0.3 | -1.2 | -3.0 | -4 | 8 | 5 | -21
CCNS(=O)(=O)c1ccc(CCC(=O)N2CCN(C(=O)OCC)CC2)cc1 | -19 | -9 | -0.7 | -4.7 | -2.5 | 3 | -3 | 14 | 8
O=S(=O)(c1ccc(SCc2ccccc2)nc1)N1CCCC1 | 6 | 10 | -0.1 | -2.7 | -1.9 | -5 | -1 | 2 | -7
N#CC1=C(N)C(C#N)(C#N)[C@H](c2c(F)cccc2F)[C@H]2CC3(CC=C12)OCCO3 | 4 | 1 | 0.4 | 0.3 | -5.9 | 3 | 1 | 8 | -12
CCOC(=O)NCc1ccc2c(c1)cc(C)n2C | 22 | 7 | 0.4 | 1.3 | x | -2 | 0 | 13 | -2
Cc1c(NC(=O)c2ccc3c(c2)C(=O)N(Cc2ccco2)C3=O)cccc1C(=O)O | 5 | -1 | 1.3 | -3.1 | x | 2 | -1 | 2 | 7
COc1ccc(NC(=O)C(c2ccccc2)N(C)C(=O)CNC(C)=O)cc1 (stereo not given) | -28 | -1 | -2.0 | -1.3 | -1.9 | -12 | -5 | 4 | 5
CCC1CCCCN1S(=O)(=O)c1ccc(C(=O)Nc2nnc(C3=COCCO3)o2)cc1 (stereo not given) | 3 | 10 | -0.5 | -3.2 | 0.5 | -12 | 0 | 7 | 1
O=C(NC1CCCCC1)c1cc([N+](=O)[O-])ccc1N1CCOCC1 | -5 | -16 | 4.6 | -2.6 | x | 3 | -4 | 1 | 2
CC(C)NC(=O)C1(C)CCN1C(=O)C1(c2ccccc2)CC1 (stereo not given) | 5 | -1 | x | -2.0 | 0.3 | x | 0 | 12 | x
COCCn1c(Cc2ccccc2)nnc1SCc1ccc([N+](=O)[O-])cc1 | 2 | -8 | -1.6 | -1.2 | x | 1 | 2 | 7 | -8
CCC(=O)N(Cc1ccco1)c1nc(C(=O)Nc2ccc(Cl)cc2)c(C)s1 | -1 | 14 | 2.9 | -2.2 | x | -21 | 0 | 11 | -15
Cc1c(Nc2nc(-c3ccccc3)cs2)c(=O)n(-c2ccccc2)n1C | -6 | 5 | -2.2 | 0.3 | x | 5 | 4 | 9 | 6
COc1ccc(N=C2SC(CC(=O)Nc3ccccc3)C(=O)N2CC2CCCO2)cc1 (stereo not given) | -7 | -4 | 0.1 | -6.9 | -1.1 | 1 | -1 | -8 | -4
CN1/C(=C/C(=O)CSc2ccccc2C(=O)O)C(C)(C)c2ccccc21 | -1 | 12 | -5.6 | 2.0 | -1.0 | -27 | 11 | 13 | -12
O=C(COC(=O)C1CCN(c2ccc(C(F)(F)F)cn2)CC1)Nc1ccc(Cl)cn1 | -2 | 5 | -1.5 | -3.0 | 0.5 | -1 | 4 | 3 | -13
Cc1ncc(CO)c2c1Oc1nc(-c3ccccc3F)nc(SCC(=O)N(C)c3ccccc3)c1C2 | -4 | x | -4.1 | -8.1 | -0.5 | -12 | 5 | 8 | -2
CCOc1ccc(NC(C)=O)cc1[N+](=O)[O-] | -3 | 0 | 1.7 | 0.4 | x | 5 | -3 | -2 | 4
N#CCSc1nc(-c2ccccc2)nc2ccc(F)cc12 | 19 | 9 | 1.8 | -0.7 | -0.1 | x | 2 | 6 | -4
COCCSc1nnc(NS(=O)(=O)c2ccccc2)s1 | 0 | -4 | 0.3 | -3.2 | 0.3 | 4 | -6 | 7 | 0
Cc1nnc(SCC(=O)NC2CCCCCC2)n1C(C)C | 6 | -5 | -0.2 | -0.6 | -1.1 | 0 | 0 | -3 | 11
COc1ccc(N2CCN(C(=O)NC(=O)c3ccc(Cl)cc3)CC2)cc1 | 9 | -2 | -1.4 | 0.7 | -0.2 | 1 | 1 | 2 | 0
COc1cccc(/C=N/N2CCN(Cc3ccccc3)CC2)c1O | 12 | 6 | -0.3 | -3.8 | 1.7 | 0 | 1 | 6 | 1
Cc1nc2sccn2c(=O)c1S(=O)(=O)Nc1ccc(N2CCOCC2)cc1 | -11 | -3 | x | -4.2 | -1.5 | x | -3 | 9 | x

Part of the list above, limited to PrPC surface inh:
| Molecule | PrPC surface inh |
| --- | --- |
| CC(=O)c1c(C)n([O-])c2ccc(C)cc2[n+]1=O | -6 |
| CCOc1ccc(S(=O)(=O)/N=C(/c2ccccc2)N(C)C)cc1 | -6 |
| COc1ccc(NC(=O)C(c2ccccc2)N(C)C(=O)CNC(C)=O)cc1 (stereo not given) | -1 |

(further entries)
SMILES | BoNT-F LC inh | PrPC surface inh | UGM FP inh | FadD28 FP inh | Mtb BioA inh | Rv3671c protease | Mtb FBA inh | GDH-TPI inh | MazEF act
O=C(CN1c2cccc3cccc(c23)S1(=O)=O)Nc1ccccc1Br | 7 | 4 | -0.2 | -1.2 | -1.2 | -3 | 7 | 1 | -4
COc1cc(OCc2ccc(C)cc2)ccc1CNC[C@H]1O[C@@H](n2cnc(C(N)=O)n2)[C@H](O)[C@@H]1O | -7 | 0 | x | -2.0 | 1.0 | x | 1 | -5 | 1
CCOC(=O)C1=C(C)NC(SC)=NC1c1ccc(OC)cc1 (stereo not given) | -5 | 0 | -0.2 | -1.1 | 0.7 | 7 | -5 | 6 | 5
O=C(NNC(=O)c1ccc2c(c1)OCO2)NC1CCCCC1 | 15 | -3 | -1.4 | -3.9 | -0.2 | -10 | -1 | -4 | 1
CC(C)(C)NC(=O)CN1CCC(O)(c2ccc3c(c2)OCO3)CC1 | 3 | -1 | -0.7 | -2.4 | -3.1 | -7 | -1 | -3 | 2
Cc1ccc(C(=O)COC(=O)COc2ccccc2C)cc1 | 6 | 1 | 3.8 | x | -5.9 | 3 | 2 | 13 | -6
Cc1cc(NC(=O)CSc2nnc(-c3ccc4c(c3)OCCO4)o2)no1 | -13 | -4 | 1.0 | -4.2 | -0.5 | -8 | -1 | 11 | -6
Cc1ccc(C)c(OCCC(=O)N2CCN(S(=O)(=O)c3cc(F)ccc3F)CC2)c1 | -6 | -2 | x | 0.6 | -0.2 | -7 | 6 | 1 | -4
Cn1cccc1/C=N/NC(=O)Cn1cnc2ccccc21 | 6 | -4 | x | -0.4 | 11 | -4 | 3 | 2 | -7
COc1ccc(NC(=O)c2ccccc2NC(=O)CSc2ccccc2)cc1 | -6 | 0 | -0.4 | -0.5 | x | -1 | -3 | 3 | -6
